M1 PAM parental: nonselective calcium activators in parental CHO-K1 cells, primary screen, counter-screen for M1 PAM project, cell-based, Fluo-8 calcium fluorescence, full deck, 1536-well. ATP EC20; 0% at ATP EC20, 100% at ATP max. activation, % at 3 µM. 360,000 compounds, 0.02% hits. AID 602247, 2012;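 active means activation above the run cutoff, the mean activation of all test compounds plus 3 SD, cut at about 40% in these data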;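 further: peak over basal fluorescence ratio in a 140 s read after ATP addition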
M1 ag: human M1 muscarinic receptor agonists, primary screen, Fluo-8 calcium fluorescence, CHO-K1 cells, HTS | 360,000 compounds, 0.33% hits | CHO-K1 hM1, agonist mode; 0% DMSO, 100% acetylcholine EC100 | AID 588814, 2011 | activation, % at 3 µM | Muscarinic acetylcholine receptor M1 (Homo sapiens), P11229;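 active means activation above the run's mean compound activation plus 3 SD, cut at about 16% in these data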;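 further: peak over basal fluorescence ratio within a 140 s kinetic read after compound addition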
Target sequence (P11229 whole entry, looked up): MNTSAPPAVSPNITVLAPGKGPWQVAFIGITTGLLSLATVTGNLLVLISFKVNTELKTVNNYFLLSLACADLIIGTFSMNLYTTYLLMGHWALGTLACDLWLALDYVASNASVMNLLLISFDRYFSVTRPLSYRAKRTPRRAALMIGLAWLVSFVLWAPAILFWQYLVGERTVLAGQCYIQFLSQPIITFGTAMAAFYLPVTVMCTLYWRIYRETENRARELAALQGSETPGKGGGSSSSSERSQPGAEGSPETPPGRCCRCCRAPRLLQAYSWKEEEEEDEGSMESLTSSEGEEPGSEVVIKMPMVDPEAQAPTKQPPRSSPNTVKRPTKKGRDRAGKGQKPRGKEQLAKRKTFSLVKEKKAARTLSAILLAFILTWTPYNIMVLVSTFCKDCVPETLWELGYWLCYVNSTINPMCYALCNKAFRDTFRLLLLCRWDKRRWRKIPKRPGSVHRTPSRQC
CHRM1 PAM: human M1 muscarinic receptor positive allosteric modulators, primary screen, CHO-K1 cells, Fluo-8 calcium fluorescence, 1536-well. CHO-K1 hM1, ACh EC20; 0% = ACh EC20, 100% = maximal ACh. activation, % at 3 µM. 360,000 compounds, 0.088% hits. Muscarinic acetylcholine receptor M1 (Homo sapiens), P11229; in the data active means activation above about 19%, passing the limit was not always enough
TAAR1 antagonist: human TAAR1 antagonists, primary screen, Fluo-8 calcium fluorescence, CHO RD-HGA16 cells | inhibition, % at 3 µM | antagonist | 360,000 compounds, 1.5% hits;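 active means inhibition above a per-plate cutoff, the mean inhibition of test compounds on that plate plus 3 SD, cut at about 49% in these data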;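 further: 0% = DMSO plus EC80 beta-PEA response and 100% = DMSO alone without agonist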
Target sequence (Q96RJ0 whole entry, looked up): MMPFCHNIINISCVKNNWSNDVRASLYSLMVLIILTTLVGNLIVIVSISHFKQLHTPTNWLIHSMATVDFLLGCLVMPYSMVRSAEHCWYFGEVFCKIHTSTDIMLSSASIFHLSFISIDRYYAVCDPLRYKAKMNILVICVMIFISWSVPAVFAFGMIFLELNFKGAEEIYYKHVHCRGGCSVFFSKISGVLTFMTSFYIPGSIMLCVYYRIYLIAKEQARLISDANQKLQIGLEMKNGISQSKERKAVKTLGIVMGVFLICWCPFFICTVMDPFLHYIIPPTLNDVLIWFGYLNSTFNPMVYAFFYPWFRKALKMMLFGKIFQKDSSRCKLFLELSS
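Material: CHO RD-HGA16 cells bearing hTAAR1; compound dosing: one-point dosing, 3 µM nominal final; schedule: dye loading 75 min at 37 °C, then 30 min room temperature; measured by: calcium fluorescence with Fluo-8; control set: vehicle and agonist controls; replication: n of 1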
TAAR1 ag: human TAAR1 agonists, primary screen, Fluo-8 calcium fluorescence, CHO RD-HGA16 cells; vehicle wells 0%, saturating PEA agonist 100%; AID 624467, 2012; 360,000 compounds, 0.99% hits; Trace amine-associated receptor 1 (Homo sapiens), Q96RJ0; activation, % at 3 µM;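 active means activation above the mean activation of all test compounds in the run plus 3 SD, cut at about 38% in these data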
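Test system: RD-HGA16 (CHO) cells co-expressing Gα16 and hTAAR1; dosing: one-point dosing at 3 µM (nominal); timing: 17-24 h seeding, 75 min 37 °C dye, 30 min RT; signal: kinetic Fluo-8 calcium fluorescence; read-out basis: % activation relative to PEA EC100 response; controls: DMSO and PEA EC100; replicates: n 1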
M1 ag parental: counter-screen for M1 agonists: effect in parental CHO-K1 cells; Fluo-8 calcium fluorescence; scaled to maximal ATP response, vehicle zero; activation, % at 3 µM; 360,000 compounds, 0.48% hits; AID 602248, 2012; in the data active means activation above about 15%;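 further: untransfected CHO-K1 host cells lacking M1 receptor as counterscreen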
CHO-K1 Ca antag: nonselective inhibitor or artifact in parental CHO-K1 cells; ATP-induced calcium, Fluo-8 fluorescence; AID 602250; 360,000 compounds, 0.6% hits; inhibition, % at 3 µM;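 active means inhibition above a per-plate cutoff, the plate's mean sample inhibition plus 3 SD, cut at about 24% in these data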;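 further: 0% = DMSO plus EC80 ATP and 100% = DMSO alone without ATP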
CHRM1 antagonist: human M1 muscarinic receptor antagonists, primary screen, CHO-K1 cells, Fluo-8 calcium fluorescence, 1536-well; Muscarinic acetylcholine receptor M1 (Homo sapiens), P11229; CHO-K1 hM1, ACh EC80 antagonist; inhibition, % at 3 µM; 360,000 compounds, 1.3% hits; AID 588852, 2011;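 active means percent inhibition above its own plate's cutoff, namely the mean of that plate's compound wells plus 3 SD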;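 further: peak over basal fluorescence ratio during 140 s after agonist addition; 0% = ACh EC80 plus DMSO and 100% = DMSO alone without agonist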
CHO parental Ca: ATP-evoked calcium signal inhibitors, parental CHO, primary screen, counter-screen for OX1R antagonist project, cell-based, fluorescence, Fluo-8 calcium dye. parental CHO-K1, ATP-induced calcium, Fluo-8 fluorescence. inhibition, % at 5.6 µM. 330,000 compounds, 0.63% hits;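 active means inhibition above that plate's mean sample inhibition plus 3 SD, cut at about 26% in these data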;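 further: 0% = ATP-challenged DMSO wells and 100% = DMSO wells without ATP; some compounds past the cut are filed as inactive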
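material = parental CHO cells | also added = ATP as calcium-mobilizing challenge | dosing = single point at 5.6 µM | detection = intracellular calcium via Fluo-8 no-wash fluorescent dye | read-out = % inhibition | benchmarks = low control ATP plus DMSO, high control DMSO only | repeats = one well per compound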
The depositor's hits bear a star; · = not tested or not shown. Only part of the results is shown; count on the stated rates, not on these rows.

The line under a structure holds: M1 PAM parental, M1 ag, CHRM1 PAM, TAAR1 antagonist, TAAR1 ag, M1 ag parental, CHO-K1 Ca antag, CHRM1 antagonist, CHO parental Ca
O=[N+]([O-])c1ccc(N2CCNCC2)cc1NCc1ccco1
→ 29, -8, 10, 5, 0, 0.8, -10, -14, -15
Cc1cccc2c1N(N=O)CCC2
→ 30, -1, 10, -6, 0, 0.1, -11, -5, -4
Cc1ccc(/C=C2\C(=O)NC(=O)N(CCc3ccc(F)cc3)C2=O)s1
→ 6, -4, 5, -27, 2, 0.6, -5, 3, -5
O=C(O)Cn1cc(/C=C2\C(=O)NC(=O)N(Cc3ccco3)C2=O)c2ccccc21
→ 14, -3, 5, -7, 8, 1.1, -4, -7, -4
CCn1c(O)c(C=NCCN2CCOCC2)c(=O)n(CC)c1=S
→ 14, -3, 4, -24, 3, 3.6, -21, -6, -12
CCOC(=O)[C@]12Cc3cc(OC)ccc3[C@H]1N(CC(=O)OC)C(=O)c1cc(OC)ccc12
→ -1, ·, ·, 29, -1, 0.5, 5, ·, ·
Oc1ccccc1Cl
→ 9, -1, 7, -3, 3, -0.2, -1, -12, -2
CN=C(SCc1ccccc1)c1c(O)n(C)c(=O)n(C)c1=O
→ -1, -2, 3, 0, 7, 0.3, 1, -2, -1
COc1ccc(C2(c3cccc(O)c3OC)CCN(C(C)=O)CC2)cc1O
→ -1, 0, 8, 4, 4, 0.3, 0, -8, -4
COc1ccc(C(=O)C2CCCN(C3CSCCSC3)C2)c(OC)c1 (stereo not given)
→ 5, -7, -16, -23, 1, 2.1, -10, 18, -11
CCOC(=O)[C@]12Cc3ccccc3[C@H]1N(CCC(=O)OC)C(=O)c1cc(OC)ccc12
→ -5, ·, ·, -31, -1, 0.1, -1, ·, ·
CCOC(=O)C1=C(N)Oc2ccccc2C12C(=O)N(CC(=O)OC)C(CC(=O)OC)=C2C(=O)OC (stereo not given)
→ -2, -3, -1, 15, 0, -0.4, 5, 7, -10
COc1cc(C(=O)N/N=C/C23CC[C@@H](O)CC2(O)CC[C@@H]2[C@@H]3CCC3(C)C(C4=CC(=O)OC4)CCC23O)ccc1O (stereo not given in full)
→ 10, -4, 0, -12, 0, 0.1, -7, 12, -3
C=CCC1(Nc2ccccc2)CC(C)N(C)CC1C (stereo not given)
→ -29, -8, -27, -14, 3, 0.2, 20, 97*, -5
O=C1NC(=O)C(=Cc2ccc(N3CCOCC3)cc2)C(=O)N1
→ 22, -8, 13, 4, 5, 1.4, -8, -5, -8
ClCCN(CCCl)c1ccc(C=Cc2ccncn2)cc1
→ 0, -3, -10, 29, 7, 5.4, 8, 14, ·
CCC(=NCc1ccco1)c1c(O)n(-c2ccc(C)cc2)c(=O)[nH]c1=O
→ -14, -1, -9, 9, 13, 0.4, -1, 15, -12
O=C1Nc2ccc(Br)cc2C(c2ccccc2Cl)=NC1O (stereo not given)
→ 0, -1, 2, -26, 3, 0.2, 9, -5, -6
c1ccc2c(N3CCNCC3)nsc2c1
→ 8, -3, 2, -3, 2, 1.8, -12, 10, -3
CCC(c1nnnn1C(C)(C)C)N1CCC2(CC1)C(=O)NCN2c1ccccc1 (stereo not given)
→ -1, 1, 6, 6, 5, 1.4, 12, 2, ·
CCOP(=S)(OCC)Oc1cc(C)oc(=O)c1Cl
→ 15, -2, 8, -2, 7, 0.8, -15, 5, 7
CCc1ccc(N2C(=O)NC(=O)C(Cc3ccc(OC)cc3OC)C2=O)cc1 (stereo not given)
→ 14, -1, 6, 3, 8, 0.1, 3, -28, -12
CN(C)S(=O)(=O)c1cc(C(=O)N2CCC(C(=O)O)(c3ccccc3)CC2)ccc1Cl
→ 4, -4, 0, -3, 0, -0.1, -6, -5, -4
COC(=O)C1=C(c2cccc(OCc3ccccc3)c2)C[C@@H]2CC[C@H]1N2C(=O)NCCc1ccc(F)cc1
→ 16, -8, -20, 23, 2, 1.8, -17, 22, -18
CCC1(CCO)C(=O)NC(=S)NC1=O
→ 6, 1, 4, 6, 0, 0.3, -11, -12, ·
O=C(Cc1ccccc1)N1CCN(Cc2c[nH]c3ccccc23)CC1
→ 12, -6, 6, 7, 3, 0.5, -3, -6, -3
C=CCn1c(O)c(C=Nc2ccc(OC)cc2C)c(=O)[nH]c1=O
→ 13, -3, 4, -5, 5, 0.4, 1, -32, -25
O=c1[nH]c2ccccc2n1C1CCN(C(c2ccccc2OC(F)(F)F)c2nnnn2Cc2ccccc2)CC1 (stereo not given)
→ 23, 7, 12, 40, 2, 2.0, -25, -21, ·
O=C1NC(=O)C(C/C=C/c2ccccc2)C(=O)N1
→ 19, -4, 4, 10, 13, 1.6, -18, -4, -9
Cc1cc(=O)[nH]c(SCc2nc3ccccc3c(=O)n2-c2ccccc2C)n1
→ -2, 1, 5, -7, 5, -0.9, 10, 1, -32

Among those listed so far, these contain a carbonyl joined to an NH by a bond outside any ring.
The line under a structure holds: M1 PAM parental, M1 ag, CHRM1 PAM, TAAR1 antagonist, TAAR1 ag, M1 ag parental, CHO-K1 Ca antag, CHRM1 antagonist, CHO parental Ca
COc1cc(C(=O)N/N=C/C23CC[C@@H](O)CC2(O)CC[C@@H]2[C@@H]3CCC3(C)C(C4=CC(=O)OC4)CCC23O)ccc1O (stereo not given in full)
→ 10, -4, 0, -12, 0, 0.1, -7, 12, -3
COC(=O)C1=C(c2cccc(OCc3ccccc3)c2)C[C@@H]2CC[C@H]1N2C(=O)NCCc1ccc(F)cc1
→ 16, -8, -20, 23, 2, 1.8, -17, 22, -18

Two compounds from above with just M1 ag parental and CHO-K1 Ca antag.
Molecule	M1 ag parental	CHO-K1 Ca antag
CCOP(=S)(OCC)Oc1cc(C)oc(=O)c1Cl	0.8	-15
CCc1ccc(N2C(=O)NC(=O)C(Cc3ccc(OC)cc3OC)C2=O)cc1 (stereo not given)	0.1	3

(list continues)
The line under a structure holds: M1 PAM parental, M1 ag, CHRM1 PAM, TAAR1 antagonist, TAAR1 ag, M1 ag parental, CHO-K1 Ca antag, CHRM1 antagonist, CHO parental Ca
O=C(COc1ccccc1)N1CCN(Cc2c[nH]c3ccccc23)CC1
→ 17, -3, 6, -1, 6, 1.1, -7, -4, -10
O=C1CC(N2CCC(n3c(=O)[nH]c4ccccc43)CC2)C(=O)N1Cc1ccccc1 (stereo not given)
→ 7, 0, 2, 11, 11, 2.8, -1, -30, -20
N#CCN1CCN(c2ccc(C(F)(F)F)cc2)CC1
→ 23, -10, 8, -1, 1, 0.9, -6, -12, -2
Cc1ccc2c(c1)Oc1ccccc1N=C2
→ 9, -1, -3, -15, -1, 0.1, 7, 4, ·
O=[N+]([O-])c1ccc(Nc2ccccc2)cc1
→ 16, -9, 3, 18, 6, -0.1, 1, -7, -2
COC(=O)C1=C(c2c(C)noc2C)C[C@@H]2CC[C@H]1N2C(=O)NCCNC(C)=O
→ 8, -3, 3, -3, 1, 0.4, -19, -5, -4
O=C1c2ccccc2-n2nnc(-c3ccccc3)c2C2c3ccccc3CCN12 (stereo not given)
→ 7, 6, -14, 19, 7, 1.0, 19, 18, ·
C=CCN1C(=O)NC(=O)/C(=C/c2cc3c4c(c2)CCCN4CCC3)C1=O
→ 6, -8, 4, 0, 3, 0.2, 5, 0, -1
Cc1nc2cc(C(F)(F)F)ccc2n1C1CCN(Cc2nnnn2Cc2cccs2)CC1
→ 9, -1, 5, 31, 28, 1.9, -6, -10, 61*
C=CCOC(=O)C1=C(C)OC(N)=C(C(=O)OCC)C12C(=O)N(CC(N)=O)c1ccccc12 (stereo not given)
→ 14, -6, -5, -4, 2, 0.3, -12, 1, -20
O=C1C=CC(=O)C=C1
→ 8, -1, 5, -2, 0, 0.6, -6, -29, -1
COc1ccc(CC(=O)N2CCN(C)CC2)cc1
→ 11, 3, 13, 1, 5, 0.0, -17, -23, -3
NCCCC(=O)OC1N=C(c2ccccc2Cl)c2cc(Br)ccc2NC1=O (stereo not given)
→ 15, -13, 0, -1, 2, 0.5, -11, 0, -11
CC(=O)c1c(C)n(Cc2ccccc2Cl)c2ccc(O)cc12
→ 16, -3, 1, 8, 5, 2.6, 2, 6, -12
CCN(CC)C(=O)c1ccc2c(c1)C1C=CCC1C(C(=O)O)N2 (stereo not given)
→ 1, -2, -8, -10, 5, 5.5, 0, 8, ·
O=C(c1ccccc1F)c1cn(CC(=O)N2CCCCC2)c2ccccc12
→ 23, -3, 3, -2, 12, 1.5, -15, -5, 0
c1cc(OCCN2CC2)ccn1
→ 16, -8, 3, -22, 3, 0.6, -15, -12, ·
O=C1NC(=O)C(=Cc2ccc(-c3ccccc3[N+](=O)[O-])o2)C(=O)N1
→ 21, -3, 8, 7, 28, 0.9, -6, -9, -3
Cc1cc(C)cc(N2C(=O)NC(=O)/C(=C\C=C\c3ccco3)C2=O)c1
→ -3, 6, 8, 23, 50*, 0.8, -6, -10, -11
Clc1ccccc1CN1CCN(c2ccccc2Cl)CC1
→ 20, -1, 7, -3, 1, 0.2, -21, -14, -20

Retrieved by compound from above:
The line under a structure holds: M1 PAM parental, M1 ag, CHRM1 PAM, TAAR1 antagonist, TAAR1 ag, M1 ag parental, CHO-K1 Ca antag, CHRM1 antagonist, CHO parental Ca
Clc1ccccc1CN1CCN(c2ccccc2Cl)CC1
→ 20, -1, 7, -3, 1, 0.2, -21, -14, -20
c1cc(OCCN2CC2)ccn1
→ 16, -8, 3, -22, 3, 0.6, -15, -12, ·

Compound activity as filed in PubChem.
